# mcGAS MS inh – inhibitors of Mus musculus cyclic GMP-AMP synthase, initial high-throughput assay, cell-free, RapidFire MS. hit rate 0.18% among 130,000. inhibition, % at 12.5 µM. recombinant mouse cGAS, cGAMP by RapidFire MS. AID 1259397, 2018;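 active means inhibition of cGAS enzyme activity at or above 60%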;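 further: enzyme stimulated by 45 bp dsDNA with ATP and GTP substrates; cGAMP share of summed cGAMP plus half ATP and half GTP signals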
# Target sequence (Q8C6L5 whole entry, looked up): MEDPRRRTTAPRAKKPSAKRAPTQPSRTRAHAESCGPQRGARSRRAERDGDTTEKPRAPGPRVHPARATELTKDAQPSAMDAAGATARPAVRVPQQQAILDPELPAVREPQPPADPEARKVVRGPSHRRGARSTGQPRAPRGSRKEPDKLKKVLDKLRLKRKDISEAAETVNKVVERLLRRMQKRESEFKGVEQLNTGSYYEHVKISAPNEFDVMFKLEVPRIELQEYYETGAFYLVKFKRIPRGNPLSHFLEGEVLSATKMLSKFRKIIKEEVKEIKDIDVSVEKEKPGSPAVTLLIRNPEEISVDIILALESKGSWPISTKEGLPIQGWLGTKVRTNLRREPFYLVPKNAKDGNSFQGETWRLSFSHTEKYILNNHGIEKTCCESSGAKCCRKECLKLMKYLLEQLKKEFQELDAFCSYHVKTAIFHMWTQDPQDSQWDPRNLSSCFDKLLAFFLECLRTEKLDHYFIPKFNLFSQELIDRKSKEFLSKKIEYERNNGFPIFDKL
# * = called active by the depositor; & = joins results of further samples. Some of the compounds tested. The share of hits here may be higher or lower than overall.
# Start of the listing, in advance, seven compounds:
SMILES | mcGAS MS inh
COc1cc(Cn2cc(CC(=O)O)c3ccccc32)cc(OC)c1 | -4
Cc1ccc(C(=O)N(CCC(N)=O)c2ccc(F)cc2)cc1 | -6
CSc1nsc(SC)c1C(=O)Nc1ccccc1I | 1
O=c1[nH]nc(SCc2cn3cccnc3n2)c(=O)[nH]1 | -1
CCS(=O)(=O)c1ccc2oc(NC(=O)C3CCC3)nc2c1 | -11
Cc1cnccc1CN(C)C(=O)c1cnc(C(C)C)[nH]c1=O | -19
Cc1cncc(NCc2ccc(F)cc2)n1 | -3

# Main list, repeating the preview:
SMILES | mcGAS MS inh
COc1cc(Cn2cc(CC(=O)O)c3ccccc32)cc(OC)c1 | -4
Cc1ccc(C(=O)N(CCC(N)=O)c2ccc(F)cc2)cc1 | -6
CSc1nsc(SC)c1C(=O)Nc1ccccc1I | 1
O=c1[nH]nc(SCc2cn3cccnc3n2)c(=O)[nH]1 | -1
CCS(=O)(=O)c1ccc2oc(NC(=O)C3CCC3)nc2c1 | -11
Cc1cnccc1CN(C)C(=O)c1cnc(C(C)C)[nH]c1=O | -19
Cc1cncc(NCc2ccc(F)cc2)n1 | -3
Cn1c(C23CC4CC(CC(C4)C2)C3)nc2ccccc21 | -5&2
COC(=O)CSc1ccc(NC(C)=O)nn1 | 6
COc1ccc(CNC(C)C(=O)N2CCCCC2C)cc1O (stereo unspecified) | -8
Cc1cc(Cl)ccc1OCC(=O)NCC(=O)NC(C)C | -3
OCC1(O)CCN(c2ccnc3c(C(F)(F)F)cccc23)CC1 | -13
CC1ON=C(c2ccc3c(c2)CCO3)N(CCOc2ccc(F)cc2)C1=O (stereo unspecified) | -3
CC#C[C@]1(O)CCC2C3CCC4=CC(=O)CCC4=C3[C@@H](c3ccc(N(C)C)cc3)C[C@@]21C (stereo partly specified) | -6
Cc1nc(CC(=O)N2CCCC(C(=O)c3ccc4ccccc4c3)C2)cs1 (stereo unspecified) | 4

SMILES | mcGAS MS inh
CCCCN(C)S(=O)(=O)Nc1ccc(-n2cncn2)cc1 | -8
O=C(c1csc(COc2ccc(F)cc2F)n1)N1CCCC1 | -7
Cc1ccc(CSc2nnc(SCC(N)=O)s2)cc1 | -13
CC1(C(=O)NS(=O)(=O)c2ccc(F)cc2F)CCN1C(=O)Cc1cc(F)ccc1F (stereo unspecified) | -5
CC1CCCN(C(=O)c2csc(-c3cnccn3)n2)C1 (stereo unspecified) | -4
Cn1cc(CCNC(=O)CC(c2ccccc2)c2ccc3c(c2)OCO3)cn1 (stereo unspecified) | -8
COC(=O)CSc1nnc2n(-c3ccc(OC)cc3)c(=O)c3c4c(sc3n12)CCCC4 | -14
COc1ccc(CCNC(=O)Nc2nc(C)n(C)n2)cc1 | -63
Cc1nc(C(C)N(C)Cc2ccnc(C(C)C)n2)c(C)s1 (stereo unspecified) | -1
Cn1nc([N+](=O)[O-])nc1Sc1nc2c(c(=O)n(C)c(=O)n2C)n1C | -20
Cc1cc(C)cc(N2CCN(C(=O)CCn3nnnc3CN3CCOCC3)CC2=O)c1 | -9
CC(C)SCC(=O)N1CCC2(CC1)CN(C)CCN2C | -15
Cc1cccc(C(c2n[nH]c(C3CC3)n2)N(C)C)c1 (stereo unspecified) | -7
CCOC(=O)c1c(NC(=O)c2ccccc2F)sc2c1CC(C)(C)NC2(C)C | 10
FC(F)(F)c1ccn(Cc2ccccc2)n1 | -6

SMILES | mcGAS MS inh
O=C1N=C(N2CCCCC2)SC1=Cc1ccccc1F | -1
CCc1csc(CNC(=O)c2csc(C)n2)n1 | -2
COc1nccnc1N1CCC(N2CCCC(C(=O)N3CCOCC3)C2)CC1 (stereo unspecified) | -3
COc1ccc(CCNc2ncnc3[nH]ncc23)cc1 | -5
c1ccc(COC2CCCN(Cc3cnc(N4CCCC4)nc3)C2)nc1 (stereo unspecified) | -18
CC(NS(=O)(=O)c1ccc(F)cc1Cl)c1cccc(F)c1 (stereo unspecified) | -6
CCCCCNC(=O)CCCOc1ccc(C)cc1C | -3
Cn1c(C(=O)NCc2ccc(Cl)cc2)cc2c(=O)n3ccccc3nc21 | -8
N#Cc1ccc(Oc2ccccc2N2C(=O)C3CCCCC3C2=O)cc1 (stereo unspecified) | -5
Cc1cc(CN(Cc2sccc2C)C2CCCC2)n[nH]1 | -7
Cc1cccc(CSc2nc(=O)n3cccc(C)c3n2)c1 | -6
COc1cc2ncc(-c3nnnn3-c3ccc(F)cc3)c(C)c2cc1OC | -21
O=C(CNC(=O)c1cccc(Br)c1)NC1CCN(Cc2ccc(F)cc2)CC1 | -4
FC(F)(F)c1cccc(CNCC2COc3ccccc3O2)c1 (stereo unspecified) | -9
Nc1nc2c(s1)CN(Cc1cc3n(n1)CCCNC3)CC2 | -15

SMILES | mcGAS MS inh
CN1CCCn2nc(C(=O)NCC(O)c3cccnc3)cc2C1 (stereo unspecified) | 2
CNC(=O)c1cccc(C(=O)C(C#N)c2ccccn2)c1 (stereo unspecified) | 10
CCOC(=O)c1oc2c(C)cccc2c1CNc1cnccn1 | 0
Cc1cc(-c2nc[nH]c2-c2ccccc2)cc(C)c1O | -18
C=CCN=Cc1ccc2oc(C(=O)OCC)c(C)c2c1Cl | -16
O=C(O)C1Cn2c(nc3c(c2=O)C2(CCCC2)Cc2ccccc2-3)S1 (stereo unspecified) | -9
CN(C)Cc1nc(C(=O)N2CCNCC2C(=O)N2CCOCC2)cs1 (stereo unspecified) | -26
Cc1cccc(N2CC(C(=O)N(C)Cc3ccccc3O)CC2=O)c1C (stereo unspecified) | -12&-4
Cc1ccc(C(CNC(=O)C(=O)Nc2ccc(C)cc2[N+](=O)[O-])N2CCOCC2)cc1 (stereo unspecified) | -11
CCCNC(=O)c1cc2cnn(C(C)C)c2nc1C | -7
CC(C)C(=O)NCCn1cnc(-c2ccccc2)c1-c1cnc(N(C)C)s1 | -3
O=C(CSc1nc2[nH]ncc2c(=O)n1-c1ccc(Cl)cc1)Nc1ccc(Br)cc1 | -4
CSCCC(=O)NC1CC(=O)N(Cc2cccc(F)c2)C1 (stereo unspecified) | -10
FC(F)(F)CCN(Cc1ccon1)C1CCC1 | -5
N#Cc1ccc(C(=O)Nc2cc(F)ccc2SCC(F)F)nc1 | -6

SMILES | mcGAS MS inh
O=C(Nc1ccnn1C1CCN(C(=O)c2ccco2)CC1)c1ccc2c(c1)OCO2 | -2
CN1CCC2(CC1)CC(=O)c1cc(-c3cccc(C(=O)N(CCC#N)Cc4ccccc4)c3)ccc1O2 | -10
CC(C)(C)c1nc2ccc(N)cc2[nH]1 | 0
Cc1ccc2c(C)c(C(=O)N3CCC(N4CCC(C(=O)NC5CC5)CC4)CC3)oc2c1 | -4
Nc1nc(Cl)cc(N2CCN(Cc3ccc4c(c3)OCCO4)CC2)n1 | -23
O=C1CNC(=S)N1C1CCCCCC1 | -9
Cc1ccc(C(=O)O)cc1S(=O)(=O)Nc1ccc(Cl)c(S(=O)(=O)N2CCCC2)c1 | 0
CC1(C(=O)NS(=O)(=O)c2cccc(OC(F)F)c2)CCN1C(=O)C/C=C/c1ccccc1 (stereo unspecified) | -14
CCC1=C(C(=O)O)Cc2ccccc2O1 | 0
CN(C)Cc1ccc(NS(=O)(=O)c2cccc(Cl)c2)cc1F | -15
CC1(C(=O)Nc2nccs2)CCN1C(=O)c1ccco1 (stereo unspecified) | -7
Cc1c(C)c(C)c(S(=O)(=O)NC(CC(C)C)C(=O)N(C)C)c(C)c1C (stereo unspecified) | -10
O=C(NCc1ccc(F)cc1)N1CCCCC1CCn1ccnc1 (stereo unspecified) | -27
Cc1cc(N2CCN(C(=O)c3cnccn3)CC2)nc(NC2CCCCC2)n1 | -6
COc1ccccc1/C=C/C1=NC(=C\c2cccs2)/C(=O)O1 | 3

SMILES | mcGAS MS inh
Cc1cc(-n2cccn2)ccc1-c1c(-c2ccccc2)ncn1CCCCN | -8
CC1CCCC(n2ccc3c(nnc4c(-c5ccccc5)cnn43)c2=O)C1C (stereo unspecified) | -5
CC(Sc1nnc(-c2cccs2)n1C1CC1)c1nnc(-c2cccs2)o1 (stereo unspecified) | 2
CN1CCN(C(=O)CCC2CCCN(Cc3ccc4ccccc4c3)C2)CC1 (stereo unspecified) | -2
COc1cc(-c2nc(SCC(O)OC)nc3c2CCCC3)cc(OC)c1OC (stereo unspecified) | 6
O=C1CCCc2cc(C(=O)N3CCC(Oc4cccnc4)C3)ccc2N1 (stereo unspecified) | -4
COC(=O)C(O)(COC(=O)c1cccc(Cl)c1)C(O)(c1nccn1C)C(F)(F)F (stereo unspecified) | -7
Cc1ccc(C(C)NC(=O)C(F)(F)C(F)(F)C(F)(F)F)cc1C (stereo unspecified) | -3
Cc1ccc(NC(=O)CCCNC(=O)c2ccco2)c(Br)c1 | -16
CCOC(=O)c1ccccc1N(C)C(=O)CCc1c(C)noc1C | -3
COc1cc(Cl)cc(C(=O)N(C)CCC(C)(C)O)c1 | -16
CCOc1ccc(-c2nccn2Cc2cccnc2)cn1 | -26
CSc1ccc(C2SCC(=O)N2c2cccc(F)c2)cc1 (stereo unspecified) | -11
CC(=O)c1[nH]c(C)c(C(=O)NC2CCC(C)CC2)c1C (stereo unspecified) | -10
CCOC(=O)C1=C(C)N(C)C(=O)NC1c1ccc(C)s1 (stereo unspecified) | -4

# Quoted at random: 2 records from the list
SMILES | mcGAS MS inh
CC1CCCC(n2ccc3c(nnc4c(-c5ccccc5)cnn43)c2=O)C1C (stereo unspecified) | -5
Cc1cc(-n2cccn2)ccc1-c1c(-c2ccccc2)ncn1CCCCN | -8

# New compounds follow.
SMILES | mcGAS MS inh
Cc1cc(N2CCCN(Cc3ccc4cccc(O)c4n3)CC2)ccn1 | -31
O=C(O)c1ccn(-c2cccc(C(F)(F)F)c2)n1 | -4
O=C(O)C12CCCC(CBr)(CCC1)C2 | 0
Cc1ccc2nc(C)c(NC(=O)c3ccc(S(=O)(=O)N4CCOCC4)cc3)c(=O)n2c1 | 13
CNS(=O)(=O)c1cc(C(=O)N2CCCC2c2ccc3c(c2)OCCO3)ccc1OC (stereo unspecified) | 1
COC(=O)CCC(=O)NC1CC(=O)N(Cc2cccc(F)c2)C1 (stereo unspecified) | -7
CN(Cc1ccccc1)c1ncccc1CNC(=O)[C@@H]1Cc2ccccc2N1 | -12
CCC1(C)Cc2c(sc3c2c(=O)n(C)c2nnc(SCCc4ccccc4)n32)CO1 (stereo unspecified) | -23
CCOc1ccc(Nc2nnc(Cc3ccc(C)cc3)c(=O)[nH]2)cc1 | -8
Cc1cc(=O)[nH]c(-n2nc(C3CC3)cc2NC(=O)c2ccco2)n1 | -1
CCC1(CC)NC(=O)N(Cc2ccn(-c3ccccc3)n2)C1=O | -37
c1cc(CNC2C3CCCC2CN(C2CC2)C3)c2c(c1)OCCO2 (stereo unspecified) | -52
COC(=O)CN(C)C(=O)c1cccc(NC(=O)C(C)(C)C)c1 | -5
CC(C)c1ccc(CN2CCCC3(CCN(C(=O)c4ccnn4C)C3)C2)cc1 (stereo unspecified) | -6
O=C1Oc2ccccc2C(=O)C1=CN1CCN(c2ccccn2)CC1 | 10

SMILES | mcGAS MS inh
COc1cccc(NC2=NC3CS(=O)(=O)CC3S2)c1 (stereo unspecified) | 11
CN1CCCC2(CCN(C(=O)Cc3cccc4ccccc34)C2)C1=O (stereo unspecified) | -10
CCOC(=O)Cn1c(=O)c2c(nc3n(-c4ccccc4)c(C)c(C)n23)n(C)c1=O | -1
COC(=O)Cc1cc(=O)n2[nH]c(C)c(-c3ccc(Br)cc3)c2n1 | 0
CC1(C)[C@H]2CC=C(CN3C[C@H]4C[C@H](O)[C@H](O)C[C@H]4C3)[C@@H]1C2 | -11
CONC(=O)c1oc2c(ccc3ccccc32)c1C | 5
COc1ccc(-c2nccn2CC(C)Oc2cccnc2)c(F)c1F (stereo unspecified) | 11
Cc1noc(C)c1CC(=O)N1CCNC(=O)CC1c1ccccc1 (stereo unspecified) | 9
COC(=O)[C@H]1C[C@@H](O)CCN1S(=O)(=O)c1cc(C)c(Cl)cc1C | -5
CC(=O)Nc1ccc(/C=C/c2ncc(/C=C/C(=O)O)s2)cc1 | 0
CCCc1nc(C(=O)N2CC[C@H](O)C[C@@H]2C(=O)OC)cs1 | -11
CC(C)Oc1ccc2c(=O)c(Oc3ccc(F)cc3)coc2c1 | -15
Cn1c(CNC(=O)Cc2c(Cl)cccc2Cl)n[nH]c1=S | -6
O=[N+]([O-])c1ccccc1OCCCOc1ccc(Cl)c2cccnc12 | -1
O=C(NN=C1CC2CC1C1CCCC21)C1CCCO1 (stereo unspecified) | 2

SMILES | mcGAS MS inh
Cc1cc(C)n(CC(C)NCCN2CCc3ccccc32)n1 (stereo unspecified) | -8
Cc1nnc(SCC(=O)N2CC3(C)CC2CC(C)(C)C3)[nH]c1=O (stereo unspecified) | -3
NC(=O)CCCNC(=O)c1ccc(Oc2ccc(F)cc2F)cc1 | -5
Cc1ncc(-c2ccc(NC(=O)C3CC3C)cc2)o1 (stereo unspecified) | -8
O=C(NCCNc1ncnc2ccsc12)c1ccc(F)cc1F | 0
CCOC(=O)Cn1c(=O)c2c(nc3n2CCCCN3c2ccc(C)cc2)n(C)c1=O | -6
O=C(C1CCCN(c2nnc(N3CCCC3=O)s2)C1)N1CCCC1 (stereo unspecified) | -7
O=c1[nH]c(/C=C\c2ccc(N3CCOCC3)cc2)c([N+](=O)[O-])c(=O)[nH]1 | -43
CN1c2ccccc2C(C)(C)C12C=Cc1cc([N+](=O)[O-])ccc1O2 (stereo unspecified) | 22
CC(C)(C)C(=O)COC(=O)c1ccccc1N1CCN(CCO)CC1 | -4
CN(CC1CCCN(CCc2ccc(Cl)cc2)C1)C(=O)c1ccsc1 (stereo unspecified) | -7
CC1(C(=O)NCc2cccs2)CCN1C(=O)CC1CCCC1 (stereo unspecified) | 10
COc1ccc(-c2nnc3n(CC(C)C)c4c(=O)n(C)c(=O)n(C)c4n23)cc1 | -10

# Source: PubChem BioAssay
